IMPase cell inh: qHTS Assay for Identifying the Cell-Membrane Permeable IMPase Inhibitors. 120,000 tested, under 10 active. CHO-M1 cells, IP1 accumulation, HTRF TR-FRET ratio. AID 901, 2007. Inositol monophosphatase 1 (Rattus norvegicus), P97697. inhibition (IP1 accumulation), % at 46.1 µM; active = well fitted curve in the direction sought with a large enough effect in the signal ratio, not every such curve was filed as active; inconclusive = small, poorly fitted or top-dose-only effect, or a change in a side signal; inactive = no such curve, though single readings can be large or run the other way; the % refers to the signal ratio;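 note: cells stimulated with carbachol in lithium chloride buffer; plate controls were DMSO basal wells for no effect and reference inhibitor wells for full effect; higher means more IMPase inhibition seen as more IP1 and lower FRET ratio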
Target sequence (P97697 whole entry, looked up): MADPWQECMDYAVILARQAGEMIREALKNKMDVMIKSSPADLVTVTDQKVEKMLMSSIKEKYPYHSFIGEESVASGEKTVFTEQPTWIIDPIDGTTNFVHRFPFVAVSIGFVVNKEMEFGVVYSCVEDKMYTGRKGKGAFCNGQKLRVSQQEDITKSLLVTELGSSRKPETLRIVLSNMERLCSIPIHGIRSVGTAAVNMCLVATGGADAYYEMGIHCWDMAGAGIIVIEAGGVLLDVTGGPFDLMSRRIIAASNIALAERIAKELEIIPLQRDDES
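CHO-M1 cells (CHO stably expressing M1 receptor), compound up to 46 uM final, stimulated with carbachol (50 uM as added) in buffer with 50mM LiCl, pH 7.4, 30 min at 37C. Cytosolic IP1 read by TR-FRET; AC50 from Hill fits.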
PNC assembly inh: High Content Assay for Compounds that inhibit the Assembly of the Perinucleolar Compartment. PC3M PTB-GFP, PNC prevalence imaging, 16 h; hits give low values. activity change (PNC), negative = inhibition, % at 10 µM. hit rate 3.1% among 140,000;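 active = readout at or below -70, meaning at least 70% loss of cells showing the perinucleolar compartment, a nuclear body marking cancer cells; inconclusive = readout between -30 and a set limit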;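 note: plate controls were DMSO wells for no effect and camptothecin positive control wells for full effect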
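Read-out is percentage of cells bearing a perinucleolar compartment, from automated 20x imaging of fixed, Hoechst-stained PC3M PTB-GFP cells. Cells were seeded 4 h, then exposed 16 h to compound (23 nl of library stock) in duplicate plates.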
ALOX15B inhib: qHTS Assay for Inhibitors of 15-hLO-2 (15-human lipoxygenase 2) | purified 15hLO-2, xylenol orange hydroperoxide absorbance | Potency, µM (highest dose often 57.1 µM), for the others: at the top dose activity change, negative = inhibition, hits mostly inhibitors | hit rate 0.56% among 110,000; note: potency is the fitted concentration of half-maximal effect; nearly all actives have a fitted effect of over 60% in size; many of its hits are not listed in these tables
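Screening format was qHTS against 50 nM purified 15hLO-2 in Hepes pH 7.5 with detergent. Activity follows hydroperoxide formation from 45 uM arachidonic acid, measured as 573:405 nm absorbance ratio of the ferric-xylenol orange complex.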
ALOX12 inhib: qHTS Assay for Inhibitors of 12-hLO (12-human lipoxygenase); Potency, µM (titrated, usually from 57.1 µM), for the others: at the highest dose activity change, negative = inhibition, actives largely listed as inhibitors; Polyunsaturated fatty acid lipoxygenase ALOX12 (Homo sapiens), P18054; hit rate 0.12% among 150,000; purified 12-hLO, xylenol orange hydroperoxide absorbance; note: potency is the fitted concentration of half-maximal effect; nearly all actives have a fitted effect of over 55% in size; many of its hits are not listed in these tables
Target sequence (P18054 whole entry, looked up): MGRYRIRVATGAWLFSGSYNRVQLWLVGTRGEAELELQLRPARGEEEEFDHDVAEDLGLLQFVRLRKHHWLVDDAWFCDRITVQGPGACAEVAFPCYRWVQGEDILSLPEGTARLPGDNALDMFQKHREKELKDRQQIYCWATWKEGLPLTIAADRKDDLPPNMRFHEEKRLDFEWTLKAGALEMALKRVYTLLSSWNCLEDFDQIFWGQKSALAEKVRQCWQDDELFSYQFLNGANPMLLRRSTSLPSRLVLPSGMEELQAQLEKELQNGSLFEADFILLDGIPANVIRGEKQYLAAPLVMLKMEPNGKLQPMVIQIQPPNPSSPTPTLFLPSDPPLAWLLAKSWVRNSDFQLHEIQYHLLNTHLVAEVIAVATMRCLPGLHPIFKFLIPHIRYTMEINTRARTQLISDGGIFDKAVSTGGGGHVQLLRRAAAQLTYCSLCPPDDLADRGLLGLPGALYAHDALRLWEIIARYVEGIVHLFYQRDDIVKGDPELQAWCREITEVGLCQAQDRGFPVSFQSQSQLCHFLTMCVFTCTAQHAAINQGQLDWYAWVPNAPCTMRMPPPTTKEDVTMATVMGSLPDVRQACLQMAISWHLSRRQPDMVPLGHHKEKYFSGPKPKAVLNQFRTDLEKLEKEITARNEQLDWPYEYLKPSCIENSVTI
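Purified human 12hLO (150 nM), preincubated 15 min with compound, then 40 uM arachidonic acid for 30 min, room temperature, Hepes pH 7.0 with 0.01% Triton X-100. Hydroperoxide detected by ferrous iron/xylenol orange; 573/405 nm absorbance ratio gives reaction progress.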
Active calls of the source: *; ? = inconclusive; / = no result given; [ ] = remark or other dose. Unless noted, calls come from the whole dose curve; as a rule, active = well fitted curve in the direction sought with a large enough effect; inconclusive = small, poorly fitted or top-dose-only effect, or another doubt; inactive = no such curve, though single readings can be large; an effect the other way counts as inactive or inconclusive. Unless noted, % is set by controls: 0 for no effect and ±100 for the full control effect. These rows are one share of the data (hit frequency here may not be typical).

Every second line gives: ALOX15B inhib | IMPase cell inh | ALOX12 inhib | PNC assembly inh
CCc1nc(NCc2ccccn2)c2oc3ccccc3c2n1
 : 12.2% | 12.7 | -4.3% | 24.3
C=C1C(=O)O[C@H]2C1CC[C@@](C)(O)C13C=CC(C)(C21)C1(C3)C(=O)O[C@@H]2C3C(C)=CCC3[C@](C)(O)C[C@H](OC(C)=O)C21 (stereo not given in full)
 : / | / | -5.3% | ?
C=CCc1ccccc1OCCNCCCOC
 : / | / | -2.7% | ?
O=S(=O)(c1ccc2nc(-c3ccccc3)[nH]c2c1)N1CCN(c2ccc(Cl)cc2)CC1
 : / | / | 0.1% | 58.6
CC1CCN(C(=O)CSc2nc3cccnc3n2C)CC1
 : -1.6% | 8.1 | -5.5% | -7.8
Cc1ccc(-c2nc3ncccn3c2NC2CCCCC2)o1
 : -13.3% | 1.1 | -11.5% | 22.6
O=C(NCc1ccc2c(c1)OCO2)C1CCCN1C(=O)Nc1cccc(Cl)c1 (stereo not given)
 : -3.9% | -1.5 | -2.5% | 19.5
COc1ccc(OC)c(NC(=O)CCN2CCCCCC2)c1
 : / | 8.0[0.0738 µM] | 4.9% | -24.5
COc1ccc2nc(Nc3nc(C)c(CCC(C)C)c(=O)[nH]3)nc(C)c2c1
 : -6.9% | 3.6 | -5.7% | -1.2
O=C(Cn1c(-c2ccccc2)noc1=O)Nc1ccc(S(=O)(=O)N2CCOCC2)cc1
 : -3.7% | -1.1 | 2.7% | 18.6
CCOC(=O)C1CCCN(c2ncnc3c2cnn3-c2ccc(OC)cc2)C1 (stereo not given)
 : -1.2% | 4.7 | -4.1% | ?
N#Cc1nc(COc2ccccc2)oc1NCCN1CCOCC1
 : 1.3% | 3.2 | 3.6% | 28.8
Cc1nn2c3ccccc3n(CCN3CCCCC3)c2nc1=O
 : / | -13.9 | 4.2% | 20.0
CCCCc1ccc(-c2ccc(C)cc2O)nc1
 : -5.9% | 2.2 | -4.1% | ?
CCOCCCNC(=O)CS(=O)(=O)Cc1nc(-c2cccc(OC)c2)oc1C
 : 0.2% | -3.6 | 4.2% | ?

Every second line gives: ALOX15B inhib | IMPase cell inh | ALOX12 inhib | PNC assembly inh
N#Cc1ccsc1NC(=O)CN1CCN(S(=O)(=O)c2cc(Cl)ccc2Cl)CC1
 : / | -1.0 | -0.4% | 23.2
Cc1ccc(S(=O)(=O)NC(=O)Nc2c(C)n(C)n(-c3ccccc3)c2=O)cc1
 : -6.6% | 0.1 | -10.9% | 30.6
COc1ccc2c(c1)[nH]c1c(=O)n(CCN3CCCC3)cnc12
 : 8.6% | 3.8 | 2.2% | 22.0
O=[N+]([O-])c1ccc(S(=O)(=O)N/N=C/c2cccs2)cc1
 : / | / | -3.8% | -23.0
S=c1[nH]nc(-c2cc3c(s2)-c2ccccc2CC3)o1
 : -9.9%[11.4 µM] | ? | -2.6% | ?
CC1(C)NC(=O)N(CCCOc2ccc3c(c2)CCC3)C1=O
 : -2.6% | 4.9 | -5.8% | 3.1
CCOC(=O)C1=C(C)NC(=O)C(C(N)=O)C1c1ccccc1 (stereo not given)
 : 7.9% | 2.8 | -2.7% | 15.2
COc1ccc(OC)c(NC(=O)CNC(=O)Cn2c(C)cc3ccccc3c2=O)c1
 : 0.3% | -1.5 | 4.7% | -19.5
O=C(Nc1ccccc1Oc1ccccc1)C1CCCC1
 : / | / | 2.5% | 71.2
Cc1ccc(NC(=O)N2CCC(C(N)=O)CC2)cc1
 : -7.1% | -8.6 | 6.3% | ?
Cc1cc(N2CCCCC2)nc(NCc2ccccc2)n1
 : 66.2%[activator] | 15.9 | 3.5% | 77.2
Oc1ccc(N2CCN(C(c3cccnc3)c3nnnn3Cc3ccccc3)CC2)cc1 (stereo not given)
 : -0.7%[2.29 µM] | -1.3 | -4.1% | 3.0
COC(=O)c1cccc(NC(=O)CCNC(=O)c2ccc([N+](=O)[O-])cc2)c1
 : / | / | 1.6% | ?
COc1ccc(C(=O)CSc2nc3ccccc3n2CC(=O)c2ccccc2)cc1
 : 28.1% | 10.8 | -4.8% | ?
CCOC(=O)C1=C(C)NC(=O)NC1c1ccc(OC)c(CN2CCOCC2)c1 (stereo not given)
 : 0.9% | 1.2 | -2.7% | 0.0

Every second line gives: ALOX15B inhib | IMPase cell inh | ALOX12 inhib | PNC assembly inh
Cc1ccccc1N1CCN(c2ccc(NC(=O)C3CCCCC3C(=O)O)cc2)CC1 (stereo not given)
 : / | / | -4.6% | -23.3
C=CCSC(=S)NC1CCS(=O)(=O)C1 (stereo not given)
 : / | / | 3.4% | 21.2
Cc1cc(Nc2ccc(C)c(C)c2)n2nc(C)nc2n1
 : -2.2% | -12.8 | -1.9% | -20.4
CCCc1nnc(NC(=O)CN2CCN(C)CC2)s1
 : -3.6% | -17.9 | -0.8% | 12.8
Cc1cc(C)cc(C(=O)NN2CCOCC2)c1
 : / | / | -1.8% | 83.1
CC(c1ccco1)N(C(=O)Nc1ccc(Cl)cc1)c1ccccn1 (stereo not given)
 : -2.1% | 4.5 | -0.7% | -5.2
CCOc1ccc(N2C(=O)CC(N3CCN(C(=O)c4ccco4)CC3)C2=O)cc1 (stereo not given)
 : -1.8% | -1.3 | -3.4% | ?
O=C(Cn1nnc(-c2ccccc2)n1)NCc1cccs1
 : 2.7% | -12.2 | -4.5% | 35.2
COC(=O)c1c(Cl)c2n3ccccc3c(C)c(-c3ccccc3)c-2c1C(=O)OC
 : / | / | -8.5% | 4.9
O=C(CN(Cc1cccs1)C(=O)c1csnn1)NC1CCCC1
 : / | ? | 4.5% | -17.5
CCOc1ccc(NC(=O)C(=O)NCC2CCCN2CC)cc1 (stereo not given)
 : 1.0% | ? | 2.7% | 64.5
CC(=O)N1CCc2cc(S(=O)(=O)NCCCN3CCN(Cc4ccccc4)CC3)ccc21
 : 9.3% | -0.8 | 4.2% | -29.0
COc1ccc(S(=O)(=O)Nc2ccc3c(c2)COC3=O)cc1OC
 : -10.7% | -2.1 | -7.2% | ?
CN(C)C(=S)NCc1ccccc1
 : -3.8% | ? | -0.6% | -4.9
Cc1ccc(-c2nnc(Nc3ccccc3)o2)cc1
 : -9.2% | 7.6 | -1.9% | 24.4

The last 2 compounds of the part before open the next one.
Every second line gives: ALOX15B inhib | IMPase cell inh | ALOX12 inhib | PNC assembly inh
CN(C)C(=S)NCc1ccccc1
 : -3.8% | ? | -0.6% | -4.9
Cc1ccc(-c2nnc(Nc3ccccc3)o2)cc1
 : -9.2% | 7.6 | -1.9% | 24.4
O=C(CN1C(=O)c2ccccc2S1(=O)=O)NC1CC2CCC1C2 (stereo not given)
 : 4.0% | -0.7 | 1.7% | ?
Cc1cc(N2CC(C(=O)NCc3cccs3)CC2=O)ccc1C(C)C (stereo not given)
 : 10.1% | 7.0 | 9.5% | 16.7
CCC(=O)O[C@@]1(C(=O)CCl)[C@@H](C)C[C@@H]2[C@H]3CCC4=CC(=O)C=C[C@@]4(C)[C@]3(F)[C@@H](O)C[C@@]21C
 : 2.2%[25.6 µM] | 7.9[20.6 µM] | -1.5%[25.6 µM] | /
COc1c2ccoc2nc2c(OC)c(OCC(O)C(C)(C)O)ccc12 (stereo not given)
 : -4.3% | -9.7 | 3.3% | 31.5
CCCc1nc2ccc(NC(=O)c3ccco3)cc2c(=O)n1Cc1ccccc1Cl
 : / | -7.5 | -0.1% | -100.0*
CCCCNC(=O)c1ccccc1Cl
 : 4.6% | -1.8 | 1.5% | -21.9
CC(=O)c1sc2nc(C)cc(C)c2c1N
 : 4.7%[11.4 µM] | 4.6[1.84 µM] | -3.6% | 8.9
CC(=O)c1ccc(OCC(=O)c2ccc(-c3ccccc3)cc2)cc1
 : / | / | -0.6% | -87.4*
Nc1ncnc2c1ncn2[C@@H]1CCCO1
 : 8.8% | -1.7 | -2.1% | /
O=C(O)c1cccnc1Sc1ccccc1
 : / | / | -0.6% | 8.8
C[C@@H]1[C@H]2CC[C@@H]3[C@@H]4CC=C5C[C@@H](N(C)C)CC[C@]5(C)[C@@H]4CC[C@@]32CN1C
 : 9.4%[25.6 µM] | 10.1[20.6 µM] | 0.1%[25.6 µM] | /
CC(=O)Nc1ccc(S(=O)(=O)NC(CC(=O)N(C)Cc2ccccc2)C(C)C)cc1 (stereo not given)
 : -2.2% | ? | -1.7% | -29.8
COc1cccc(-n2c(SC3CCOC3=O)nc3ccccc3c2=O)c1 (stereo not given)
 : / | 13.8 | 0.3% | -100.0*
CCOC(=O)c1c(C)nc2sc(C(N)=O)c(N)c2c1-c1ccccc1
 : 0.9% | 6.0 | 2.1% | -23.6
CCOc1ccc(NCc2ccccc2OCc2cccc(F)c2)cc1
 : / | 14.9 | -8.3% | -28.0

Every second line gives: ALOX15B inhib | IMPase cell inh | ALOX12 inhib | PNC assembly inh
COc1cc(OC)c(-c2noc(C(=O)OC(C)(C)C)c2C(=O)OC(C)(C)C)c(OC)c1
 : / | / | 6.2% | -7.1
CCOC(=O)c1c(NC(=O)COC(=O)Cn2c(C(F)(F)F)nc3ccccc32)sc(C)c1C
 : 6.1% | 8.5 | -8.5% | ?
Cc1ccc(C)c(NS(=O)(=O)c2cc(C(=O)N3CCc4ccccc4C3)ccc2Cl)c1
 : -1.8% | 12.6 | -0.8% | 21.5
O=C(O)CSCCc1ccccc1
 : -0.4%[11.4 µM] | / | -1.9%[11.4 µM] | /
CCOC(=O)Cn1c(=O)c2c(nc(N3CCCCC3)n2Cc2ccccc2)n(C)c1=O
 : 13.6% | 8.6 | -4.7% | -22.8
Cc1ccc(Nc2nnc(SCn3nnc4ccccc4c3=O)s2)cc1
 : -12.1% | -7.5 | -7.3% | ?
CC(Cc1cccs1)NC(=O)Nc1ccc(F)cc1 (stereo not given)
 : -1.3% | 6.3 | 2.1% | -12.2
CCOP(=O)(OCC)C(NC(=O)Nc1ccc(Cl)cc1)C(=O)N(CC)CC (stereo not given)
 : / | 1.9 | 0.8% | ?
O=C1CCC(c2ccccc2)(c2ccccc2)CC1
 : -6.3%[11.4 µM] | / | -2.7%[11.4 µM] | /
Cc1noc(C)c1C(=O)N1CCC2(CC1)CN(c1cccc(-c3ccccc3)c1)C2
 : 5.9% | / | -10.2% | /
COc1ccc(-c2cc(=O)c3c(O)cc(O)cc3o2)cc1
 : -15.7% | -4.5 | -1.1% | /
CC12CCC(C(=O)N3CCc4ccccc43)(CC1=O)C2(C)C (stereo not given)
 : -1.4% | 1.2 | 0.9% | 38.9
COc1ccccc1NC(=O)CSc1nnc(Cc2cccn2C)n1-c1ccc(F)cc1
 : -2.8% | 8.7 | -2.9% | 5.0
CC(Nc1cccc2ccccc12)C(=O)N/N=C/c1ccc([N+](=O)[O-])cc1 (stereo not given)
 : / | -2.3 | -8.9% | -22.1
COc1cccc(-c2nccc(NC3CCNCC3)n2)c1
 : 15.8% | / | 2.8% | /

Every second line gives: ALOX15B inhib | IMPase cell inh | ALOX12 inhib | PNC assembly inh
CC(=O)c1ccc(NC(=S)NCCc2ccccn2)cc1
 : / | / | -1.1% | -14.1
COc1cc(NC(=O)CC2NCCNC2=O)cc(OC)c1 (stereo not given)
 : -10.1% | 0.7 | -4.3% | 25.8
Cc1ccc(-c2nn(CC(=O)Nc3ccc4c(c3)nc3n4CCOC3)c(=O)c3ccccc23)cc1
 : 14.7% | -0.6 | -3.6% | 25.3
COc1ccc(N(Cc2cc3cc(OC)ccc3[nH]c2=O)C(=O)C2CCCO2)cc1 (stereo not given)
 : -1.2% | 0.3 | -4.8% | ?
Cc1cn(C2CC(N=[N+]=[N-])C(CO)O2)c(=O)[nH]c1=O (stereo not given)
 : 0.2% | / | 1.9% | /
